Screens as filed in PubChem BioAssay.
RGS8-Gao reg = RGS8-Galphao binding modulators, primary screen, biochemical, multiplexed bead flow cytometry; actives lie on both sides; response (percent of control binding), % at 10 µM; 220,000 compounds, 0.34% hits; AID 1423, 2008; in the data active = response below about 60% or above about 140%; inactive = in between;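 note: Galphao activated as the GDP aluminium fluoride complex binding bead-coupled RGS8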
Target sequence (P09471 whole entry, looked up): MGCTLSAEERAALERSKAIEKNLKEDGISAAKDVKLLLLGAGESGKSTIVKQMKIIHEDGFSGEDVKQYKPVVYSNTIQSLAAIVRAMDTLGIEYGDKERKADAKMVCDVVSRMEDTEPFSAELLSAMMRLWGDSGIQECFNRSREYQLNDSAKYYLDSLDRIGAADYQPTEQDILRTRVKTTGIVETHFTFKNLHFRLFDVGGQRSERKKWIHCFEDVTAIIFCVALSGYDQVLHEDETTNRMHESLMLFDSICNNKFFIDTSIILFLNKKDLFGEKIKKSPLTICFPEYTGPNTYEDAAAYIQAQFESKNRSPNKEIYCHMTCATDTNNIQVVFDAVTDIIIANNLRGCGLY
Rab2A wt mod = modulators of GTP binding to Rab2A wildtype, primary screen, biochemical, dog, bead-based flow cytometry, multiplex; Ras-related protein Rab-2A (Canis lupus familiaris), P61105; GTP binding activity, % at 10 µM; 190,000 compounds, 0.19% hits; GST-Rab2 wt beads, Bodipy-GTP binding;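 active = GTP binding activity at least 20 points away from 100%, either lowered or raised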;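 note: 0% = beads with excess unlabeled GTP and 100% = no-compound control corrected for plate trend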
Rab7 wt modul = modulators of GTP binding to Rab7, primary screen, biochemical, wildtype, multiplex bead flow cytometry; Rab7 GTPase wild type (dog), Bodipy-FL-GTP binding; GST-Rab7 beads, fluorescent GTP binding; actives lie on both sides; untreated = 100%, excess cold GTP = 0%; GTP binding activity (percent of control), % at 10 µM; 190,000 compounds, 0.055% hits;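 active = fluorescent GTP binding to Rab7 beads changed by at least 20 points from the 100% baseline, either direction, mostly lower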;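 note: median green fluorescence of bound Bodipy-FL-GTP per Rab7 bead population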
Pf gamet viab = late stage P. falciparum gametocyte viability inhibitors, primary screen, ATP luminescence, HTS; P. falciparum stage V gametocytes, 24 h; inhibition, % at 10.9 µM; 150,000 compounds, 0.065% hits;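 active = inhibition above the mean plus 3 SD of compounds within the control limits, set per campaign, cut at about 38% in these data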;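 note: 0% = DMSO wells and 100% = medium only without gametocytes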
Bim-Mcl-1 = inhibitors of Bim peptide binding to Mcl-1, primary screen, biochemical, bead-based flow cytometry, multiplex; Bim peptide-Mcl-1 binding; inhibition, % at 10 µM; 190,000 compounds, 0.1% hits; AID 1009, 2008; in the data active = inhibition above about 40%;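 note: 0% = no compound tracer wells and 100% = peptide blocker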
Target sequence (Q07820 whole entry, looked up): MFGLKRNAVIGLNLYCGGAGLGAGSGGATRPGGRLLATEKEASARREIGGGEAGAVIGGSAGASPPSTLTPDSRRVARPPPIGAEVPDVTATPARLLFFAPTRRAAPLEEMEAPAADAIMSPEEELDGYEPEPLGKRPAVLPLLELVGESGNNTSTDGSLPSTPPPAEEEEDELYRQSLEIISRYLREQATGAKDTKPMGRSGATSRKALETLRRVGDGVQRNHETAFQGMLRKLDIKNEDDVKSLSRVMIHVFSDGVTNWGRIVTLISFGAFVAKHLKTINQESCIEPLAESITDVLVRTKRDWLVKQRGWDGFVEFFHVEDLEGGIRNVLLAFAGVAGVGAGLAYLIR
Mcl1 Bid PPI = Mcl-1/Bid binding inhibitors, primary screen, biochemical, TR-FRET, 1536-well; AID 1021, 2008; inhibition, % at 21.7 µM; TR-FRET Mcl-1/Bid-Dy647 peptide binding; 220,000 compounds, 0.97% hits;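 active = compounds that cut the binding signal by more than half at the single screening dose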;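 note: His-tagged Mcl-1 with europium anti-His antibody binding Bid BH3 peptide; 0% = Mcl-1 plus peptide wells and 100% = peptide-only wells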
Rac1 mut GTP = GTP binding modulators of activated mutant Rac1, primary screen, biochemical, bead-based flow cytometry, multiplex, fluorescent GTP; 190,000 compounds, 0.11% hits; percent activity (GTP binding), % at 10 µM; GST-Rac1 activated beads; actives lie on both sides; 100% means binding = to untreated wells;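 active = GTP binding at least 20 percentage points away from the 100% baseline, in either direction, so actives lie on both sides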
Cdc42 wt GTP = modulators of GTP binding to wildtype Cdc42, primary screen, biochemical, multiplex bead flow cytometry, Bodipy-GTP. Cell division control protein 42 homolog (Homo sapiens), P60953. GST-Cdc42 beads; actives lie on both sides. percent activity (GTP binding), % at 10 µM. 190,000 compounds, 0.2% hits. AID 761, 2007;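 active = percent activity GTP binding at least 20 points away from the 100% baseline, either down as inhibitor or up as activator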;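 note: median bead fluorescence of bound Bodipy-FL-GTP at 100 nM; 0% = excess unlabeled GTP control and 100% = no compound control; below 100% means less GTP binding so inhibitor and above means activator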
Target sequence (P60953 whole entry, looked up): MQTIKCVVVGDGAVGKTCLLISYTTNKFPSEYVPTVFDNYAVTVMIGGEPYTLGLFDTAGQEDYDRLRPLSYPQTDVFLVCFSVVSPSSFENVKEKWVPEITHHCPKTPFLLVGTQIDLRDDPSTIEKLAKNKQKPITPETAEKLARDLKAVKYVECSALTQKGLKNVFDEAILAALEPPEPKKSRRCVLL
Rac1 wt modul = wildtype Rac1 GTP binding modulators, primary screen, biochemical, GST-Rac1 beads, flow cytometry, multiplex; Ras-related C3 botulinum toxin substrate 1 (Homo sapiens), P63000; 190,000 compounds, 0.27% hits; fluorescent GTP binding; actives lie on both sides; 0 = cold GTP competed, 100 = untreated; GTP binding activity (% of control), % at 10 µM;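 active = GTP binding activity at least 20 points away from the 100% control level, either lower or higher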
HRas wt GTP = modulators of GTP binding to HRas wildtype, primary screen, biochemical, bead-based flow cytometry, multiplex | GTPase HRas (Homo sapiens), P01112 | GST-Ras wt beads, Bodipy-FL-GTP binding; actives lie on both sides | GTP binding activity, % at 10 µM | 190,000 compounds, 0.14% hits | AID 759, 2007;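 active = GTP binding activity at least 20% away from the 100% baseline, either lowered as inhibitor or raised as activator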;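 note: 0% = unlabeled GTP competition control and 100% = no-compound control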
Target sequence (P01112 whole entry, looked up): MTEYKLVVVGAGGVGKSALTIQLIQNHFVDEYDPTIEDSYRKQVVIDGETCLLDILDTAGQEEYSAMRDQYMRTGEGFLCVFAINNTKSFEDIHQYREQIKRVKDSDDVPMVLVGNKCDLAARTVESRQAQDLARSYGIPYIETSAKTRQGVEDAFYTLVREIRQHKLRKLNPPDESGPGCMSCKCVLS
Mcl1-Noxa inh = Mcl-1/Noxa binding inhibitors, primary screen, biochemical, TR-FRET, 1536-well. 220,000 compounds, 1.5% hits. Induced myeloid leukemia cell differentiation protein Mcl-1 (Homo sapiens), Q07820. TR-FRET Mcl-1/Noxa peptide binding, 2 h. inhibition, % at 21.7 µM;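 active = compounds that cut the protein-peptide binding signal by more than 50% relative to plate controls in a single-dose test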;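 note: His-tagged Mcl-1 with rhodamine Noxa BH3 peptide and terbium anti-His antibody; 0% = Mcl-1 plus Noxa peptide wells and 100% = peptide-only wells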
Numbers without * were called inactive.

`[O-]/C(=C(\C(=S)Nc1cccc2ccccc12)[n+]1cccc(CO)c1)c1ccc(Cl)s1` gave RGS8-Gao reg 102, Rab2A wt mod 94, Rab7 wt modul 95, Pf gamet viab -6, Bim-Mcl-1 0, Mcl1 Bid PPI -24, Rac1 mut GTP 94, Cdc42 wt GTP 96, Rac1 wt modul 99, HRas wt GTP 94 and Mcl1-Noxa inh 23.
Screening CCCC1(c2ccccc2)NC(=O)N(CCN2C(=O)c3ccccc3C2=O)C1=O (stereo not given) returned RGS8-Gao reg 95, Rab2A wt mod 107, Rab7 wt modul 108, Bim-Mcl-1 -1, Mcl1 Bid PPI -39, Rac1 mut GTP 104, Cdc42 wt GTP 107, Rac1 wt modul 108, HRas wt GTP 106 and Mcl1-Noxa inh -12.
For CCOc1cccc(/C=N/NC(=O)CC2C(=O)NN=C2C)c1O (stereo not given) the results were RGS8-Gao reg 100, Rab2A wt mod 97, Rab7 wt modul 99, Pf gamet viab 5, Bim-Mcl-1 -4, Mcl1 Bid PPI -63, Rac1 mut GTP 91, Cdc42 wt GTP 92, Rac1 wt modul 93, HRas wt GTP 94 and Mcl1-Noxa inh 10.
For C=CCSc1nnc(NC(=O)CSc2nc3ccccc3[nH]2)s1 the results were RGS8-Gao reg 97, Rab2A wt mod 96, Rab7 wt modul 101, Pf gamet viab 9, Bim-Mcl-1 -2, Mcl1 Bid PPI -31, Rac1 mut GTP 94, Cdc42 wt GTP 97, Rac1 wt modul 95, HRas wt GTP 98 and Mcl1-Noxa inh -8.
For COc1ccc(/C(C)=N/NC(=O)CCC(=O)Nc2ccc(Cl)cc2Cl)c(OC)c1 the results were RGS8-Gao reg 84, Rab2A wt mod 97, Rab7 wt modul 97, Bim-Mcl-1 -4, Mcl1 Bid PPI -13, Rac1 mut GTP 94, Cdc42 wt GTP 98, Rac1 wt modul 96, HRas wt GTP 98 and Mcl1-Noxa inh 8.
COCCn1cnc2c1c(=O)n(CC(=O)OCC#N)c(=O)n2Cc1ccccc1 was read as RGS8-Gao reg 108, Rab2A wt mod 94, Rab7 wt modul 97, Pf gamet viab 4, Bim-Mcl-1 0, Mcl1 Bid PPI -20, Rac1 mut GTP 97, Cdc42 wt GTP 92, Rac1 wt modul 95, HRas wt GTP 93 and Mcl1-Noxa inh -1.
`O=C(/C=C/c1ccco1)NCCCN1CCN(CCCNC(=O)/C=C/c2ccco2)CC1` gave RGS8-Gao reg 102, Rab2A wt mod 103, Rab7 wt modul 101, Bim-Mcl-1 -1, Mcl1 Bid PPI -49, Rac1 mut GTP 103, Cdc42 wt GTP 109, Rac1 wt modul 108, HRas wt GTP 104 and Mcl1-Noxa inh 10.
For C=CCNC(=O)COC(=O)c1cc(S(=O)(=O)N2CCCCC2)ccc1Cl the results were RGS8-Gao reg 102, Rab2A wt mod 97, Rab7 wt modul 97, Pf gamet viab -2, Bim-Mcl-1 0, Mcl1 Bid PPI -14, Rac1 mut GTP 99, Cdc42 wt GTP 95, Rac1 wt modul 99, HRas wt GTP 97 and Mcl1-Noxa inh 15.
`CN1CCCCCC1C(=O)N1CCC(N2CCC(C(=O)N3CCOCC3)CC2)CC1` (stereo not given) gave RGS8-Gao reg 98, Rab2A wt mod 100, Rab7 wt modul 101, Pf gamet viab 7, Bim-Mcl-1 -3, Mcl1 Bid PPI -1, Rac1 mut GTP 96, Cdc42 wt GTP 92, Rac1 wt modul 96, HRas wt GTP 96 and Mcl1-Noxa inh -12.
Cn1c(SCC(=O)N2CCCc3ccccc32)nnc1-c1ccco1 was read as RGS8-Gao reg 99, Rab2A wt mod 98, Rab7 wt modul 99, Bim-Mcl-1 0, Mcl1 Bid PPI -1, Rac1 mut GTP 99, Cdc42 wt GTP 100, Rac1 wt modul 101, HRas wt GTP 101 and Mcl1-Noxa inh 13.
CC(C)n1c(NCc2nc3ccccc3n2C)nc2ccccc21 was read as RGS8-Gao reg 101, Rab2A wt mod 101, Rab7 wt modul 100, Pf gamet viab -1, Bim-Mcl-1 0, Mcl1 Bid PPI -16, Rac1 mut GTP 97, Cdc42 wt GTP 103, Rac1 wt modul 101, HRas wt GTP 100 and Mcl1-Noxa inh -4.
For NS(=O)(=O)c1ccc(CCNC(=O)CNC(=O)C2CCCCC2)cc1 the results were RGS8-Gao reg 101, Rab2A wt mod 105, Rab7 wt modul 104, Pf gamet viab -1, Bim-Mcl-1 -4, Mcl1 Bid PPI -21, Rac1 mut GTP 104, Cdc42 wt GTP 107, Rac1 wt modul 111, HRas wt GTP 103 and Mcl1-Noxa inh 15.
COCCCn1c(SCc2nnc(-c3ccc(OC)c(OC)c3)o2)nnc1-c1ccncc1 was read as RGS8-Gao reg 100, Rab2A wt mod 100, Rab7 wt modul 99, Bim-Mcl-1 -1, Mcl1 Bid PPI -5, Rac1 mut GTP 99, Cdc42 wt GTP 101, Rac1 wt modul 105, HRas wt GTP 102 and Mcl1-Noxa inh 0.
COc1ccc([C@@H]2[C@@H](C(=O)C(C)(C)C)N3N=Cc4ccccc4[C@@H]3C23C(=O)OC(C)(C)OC3=O)cc1OC was read as RGS8-Gao reg 104, Rab2A wt mod 102, Rab7 wt modul 99, Pf gamet viab 10, Bim-Mcl-1 12, Mcl1 Bid PPI -15, Rac1 mut GTP 101, Cdc42 wt GTP 105, Rac1 wt modul 106, HRas wt GTP 101 and Mcl1-Noxa inh 16.
Screening Cc1ccc(-c2nc(C#N)c(NCCc3ccccn3)o2)cc1 returned RGS8-Gao reg 103, Rab2A wt mod 110, Rab7 wt modul 108, Bim-Mcl-1 1, Mcl1 Bid PPI -77, Rac1 mut GTP 101, Cdc42 wt GTP 110, Rac1 wt modul 107, HRas wt GTP 110 and Mcl1-Noxa inh 19.
For c1ccc(CCc2nn3c(C4COc5ccccc5O4)nnc3s2)cc1 (stereo not given) the results were RGS8-Gao reg 103, Rab2A wt mod 99, Rab7 wt modul 98, Bim-Mcl-1 -8, Mcl1 Bid PPI -1, Rac1 mut GTP 101, Cdc42 wt GTP 99, Rac1 wt modul 104, HRas wt GTP 99 and Mcl1-Noxa inh -11.
Screening CN1CCc2c(n(CC(O)CN(CCO)CCO)c3ccccc23)C1=O (stereo not given) returned RGS8-Gao reg 106, Rab2A wt mod 98, Rab7 wt modul 102, Pf gamet viab 18, Bim-Mcl-1 1, Mcl1 Bid PPI -41, Rac1 mut GTP 97, Cdc42 wt GTP 100, Rac1 wt modul 101, HRas wt GTP 100 and Mcl1-Noxa inh 22.
For CC(=O)N(c1ccc(C)cc1)S(=O)(=O)c1ccc(Cl)cc1 the results were RGS8-Gao reg 102, Rab2A wt mod 92, Rab7 wt modul 94, Pf gamet viab -17, Bim-Mcl-1 -1, Mcl1 Bid PPI -22, Rac1 mut GTP 98, Cdc42 wt GTP 100, Rac1 wt modul 101, HRas wt GTP 99 and Mcl1-Noxa inh 3.
`COc1ccccc1OCC#CCn1ccnc1` gave RGS8-Gao reg 101, Rab2A wt mod 96, Rab7 wt modul 99, Bim-Mcl-1 3, Mcl1 Bid PPI 5, Rac1 mut GTP 96, Cdc42 wt GTP 96, Rac1 wt modul 97, HRas wt GTP 97 and Mcl1-Noxa inh 43.
Brc1ccc(C2=CC(c3cccs3)n3ncnc3N2)cc1 (stereo not given) was read as RGS8-Gao reg 97, Rab2A wt mod 99, Rab7 wt modul 101, Pf gamet viab 3, Bim-Mcl-1 -5, Mcl1 Bid PPI -46, Rac1 mut GTP 97, Cdc42 wt GTP 100, Rac1 wt modul 97, HRas wt GTP 98 and Mcl1-Noxa inh -18.
`CCOC(=O)N1CCN(C(=O)CSCC(=O)Nc2nc(-c3ccc(-c4ccccc4)cc3)cs2)CC1` gave RGS8-Gao reg 101, Rab2A wt mod 99, Rab7 wt modul 96, Bim-Mcl-1 -1, Mcl1 Bid PPI 19, Rac1 mut GTP 99, Cdc42 wt GTP 101, Rac1 wt modul 103, HRas wt GTP 100 and Mcl1-Noxa inh 3.
Cc1ccccc1CNS(=O)(=O)c1ccc2c(c1)OCCO2 was read as Rab2A wt mod 96, Rab7 wt modul 96, Pf gamet viab 2, Bim-Mcl-1 0, Mcl1 Bid PPI 8, Rac1 mut GTP 94, Cdc42 wt GTP 97, Rac1 wt modul 102, HRas wt GTP 96 and Mcl1-Noxa inh 2.
`COC(=O)c1sccc1NC(=O)CSc1cccc(Cl)c1Cl` gave RGS8-Gao reg 101, Rab2A wt mod 97, Rab7 wt modul 99, Pf gamet viab 17, Bim-Mcl-1 -7, Mcl1 Bid PPI 6, Rac1 mut GTP 97, Cdc42 wt GTP 98, Rac1 wt modul 97, HRas wt GTP 99 and Mcl1-Noxa inh 16.
Cc1ccc(NC(=O)Cc2noc3ccccc23)cc1 was read as RGS8-Gao reg 94, Rab2A wt mod 98, Rab7 wt modul 95, Pf gamet viab 2, Bim-Mcl-1 -7, Mcl1 Bid PPI 9, Rac1 mut GTP 97, Cdc42 wt GTP 97, Rac1 wt modul 98, HRas wt GTP 98 and Mcl1-Noxa inh 6.
For CCOc1ccc(/C=C/C(O)=C2/C(=O)N(C)C3(C)CC2c2ccccc2O3)cc1OC (stereo not given) the results were RGS8-Gao reg 104, Rab2A wt mod 101, Rab7 wt modul 101, Pf gamet viab 20, Bim-Mcl-1 -2, Mcl1 Bid PPI -30, Rac1 mut GTP 96, Cdc42 wt GTP 95, Rac1 wt modul 101, HRas wt GTP 102 and Mcl1-Noxa inh 2.
CC(=O)Oc1ccc(C(=O)Nc2cccc(C(=O)c3cccc(NC(=O)c4ccc(OC(C)=O)cc4)c3)c2)cc1 was read as RGS8-Gao reg 85, Rab2A wt mod 98, Rab7 wt modul 98, Bim-Mcl-1 -84, Mcl1 Bid PPI -1, Rac1 mut GTP 103, Cdc42 wt GTP 104, Rac1 wt modul 104, HRas wt GTP 100 and Mcl1-Noxa inh -24.
For CCC1=NN(C(=O)c2ccc(C)cc2)C(O)(c2ccc(Br)cc2)C1 (stereo not given) the results were RGS8-Gao reg 102, Rab2A wt mod 94, Rab7 wt modul 95, Pf gamet viab 8, Bim-Mcl-1 2, Mcl1 Bid PPI -15, Rac1 mut GTP 94, Cdc42 wt GTP 97, Rac1 wt modul 97, HRas wt GTP 97 and Mcl1-Noxa inh 10.
For Cc1ccc(Cl)cc1NC(=S)N(Cc1ccccc1)Cc1cccnc1 the results were RGS8-Gao reg 101, Rab2A wt mod 94, Rab7 wt modul 89, Pf gamet viab -10, Bim-Mcl-1 0, Mcl1 Bid PPI -13, Rac1 mut GTP 96, Cdc42 wt GTP 98, Rac1 wt modul 96, HRas wt GTP 95 and Mcl1-Noxa inh 1.
